Assay outcomes (PubChem)
A-T KAP1 phos: candidate therapy for ataxia-telangiectasia; […] A-T fibroblasts, KAP-1 phosphorylation AlphaLISA; neocarzinostatin DNA damage 30 min before lysis; Potency, µM (highest dose often 57.5 µM), for the others: top-dose activation, usual class: activators; 320,000 compounds, 0.19% hits; AID 485349; note: potency is the fitted concentration of half-maximal effect; % of control where 0% means no effect; nearly all actives have a fitted effect of over 45% in size
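ATM-like activity read as KAP-1 phosphorylation via AlphaLISA donor/acceptor antibody pairs after lysis and 6 hr at 25C. Cells were ATM-null patient fibroblasts ([…], hTERT), dosed 60 min, then exposed to the DSB inducer NCS for 30 min.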
PTAP TSG101 blk: blocks PTAP/TSG101 interaction to inhibit HIV-1 budding; Q99816; Fluorescence polarization, FITC-PTAP peptide / Tsg101 binding; Potency, µM (top dose mostly 115 µM), for the others: at the top dose activity change, negative = inhibition, actives largely listed as inhibitors; 340,000 tested, under 10 active; active = well fitted inhibition curve with a large enough effect in the main read-out, with a control signal flat, not every such curve was filed as active; inconclusive = small, poorly fitted or top-dose-only effect, or effect the other way, or a change in a side signal; inactive = no such curve, though single readings can be large or run the other way; note: potency is the fitted concentration of half-maximal effect; % of control where 0% means no effect
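Fluorescence polarization binding of Tsg101 binding domain (10 uM final) to FITC-labeled PTAP peptide (50 nM final) in HEPES pH 7.5 buffer with NaCl, Tween 20, EDTA, TCEP. Compounds added before peptide; binding 20 min at RT.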
p53 reactivator: re-activators of mutant p53. Potency, µM (titrated, usually from 92.2 µM), inactives show at the highest dose activity change, positive = activation, most hits filed as activators. 320,000 compounds, 0.063% hits. H1299 p53-A138V BP100-luciferase reporter, luminescence, 24 h. AID 504706; note: potency is the fitted concentration of half-maximal effect; % of control where 0% means no effect; nearly all actives have a fitted effect of over 45% in size
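p53-null H1299 cells stably carrying temperature-sensitive p53-A138V and a BP100-luciferase reporter were pinned with compounds (4-point, 1:5 series) and held 24 hrs at 37 deg C. Luminescence was read 10 min after detection reagent.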
TCR act: T cell receptor activation. AID 504894. Potency, µM (doses to about 9.22 µM), without a hit: at the highest dose activation of IL-2 secretion, most hits filed as activators. primary human leukocytes, anti-CD3, IL-2 HTRF, 48 h. 330,000 tested, under 10 active; note: % of control where 0% means no effect
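Human primary leukocytes + a-CD3 beads + cpd, 48 hr; IL-2 in supernatant by HTRF (ex 320nm / em 665nm). No co-stimulatory signal supplied.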
TRPV1 ag: human TRPV1 agonism. TRPV1-expressing cells, Fluo-8 calcium influx, agonist mode. Q8NER1. AID 540275. activation, % at 8.33 µM. 320,000 compounds, 0.19% hits; in the data active = activation above about 80%; inconclusive = between about 30% and that limit; note: 0% is about no effect
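Cells expressing TRPV1 were dye-loaded with Fluo-8 and read kinetically: 10 s baseline, 3 min after compound (agonist portion), then 2 min after EC20 capsaicin (allosteric enhancer portion). Calcium-bound dye fluorescence at 480/520 nm.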
BRCA1 expr act: increases BRCA1 expression; AID 624202; 380,000 compounds, 1.1% hits; Potency, µM (highest dose often 46.1 µM), for the others: at the highest dose activation, actives largely listed as activators; MCF7-BRCA1-FFLuc reporter, luminescence, 48 h; response scale: scaled: vehicle 0%, 10 µM genistein 100%; note: potency is the fitted concentration of half-maximal effect; nearly all actives have a fitted effect of over 80% in size; some results filed as inactive show a strong effect at the top dose
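MCF7 cells carrying a BRCA1-firefly luciferase reporter (2000 cells/well, phenol-red free MEM) were attached for 2 h at 37 °C, then given compounds for 48 h. Luminescence was read 15 min after luciferase reagent; activity normalized to genistein (10 microM) and DMSO.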
a7 integrin act: integrin-mediated muscular dystrophy alleviation activation; alpha7betagal myoblasts, beta-gal FDG fluorescence, 48 h; Potency, µM (series often up to 38.3 µM), for inactives: at the highest dose activation, hits mostly activators; 350,000 compounds, 0.064% hits; AID 624291;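 note: potency is the fitted concentration of half-maximal effect; 100% = response of the positive control SU9516; nearly all actives have a fitted effect of over 60% in size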
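alpha7betagal+/- myoblasts (passage 13, 250/well) treated 48 h at 37C with compounds at 1:260 dilution of DMSO stock. Lysed, then beta-galactosidase activity read as FDG fluorescence (ex 480/em 540) after 30 min, with pre-read for autofluorescence.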
CXXC DNA block: inhibitors of human MLL CXXC domain-DNA interaction; 290,000 compounds, 0.037% hits; Potency, µM (series often up to 115 µM), inactives show at the top dose activity change, negative = inhibition, most hits filed as inhibitors; Q03164; AID 2662; MLL-CXXC / FITC-HOXA9 DNA fluorescence polarization; active = well fitted inhibition curve with a large enough effect in the polarisation, with a control signal flat, not every such curve was filed as active; inconclusive = small, poorly fitted or top-dose-only effect, or effect the other way, or a change in a side signal; inactive = no such curve, though single readings can be large or run the other way; the % refers to the polarisation; note: potency is the fitted concentration of half-maximal effect
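Steps: dispense CXXC domain solution (7 uM) → pin compounds or unlabeled HOX-A9 DNA control → 5 min ambient → add FLSN-HOX-A9 solution (50 nM) → spin → 30 min ambient → fluorescence polarization. Tris pH 7.5/NaCl/DTT/BSA buffer.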
B2AR arrestin: agonists driving beta-arrestin recruitment to human beta2-adrenergic receptor; beta-arrestin recruitment to beta2AR, cell-based reporter; Potency, µM (doses to about 46.1 µM), for the others: at the highest dose activation, usual class: activators; 330,000 compounds, 0.02% hits; AID 492947;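 note: potency is the fitted concentration of half-maximal effect; 0% = DMSO controls and full agonism = EC100 isoproterenol or metaproterenol; nearly all actives have a fitted effect of over 65% in size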
ELG1 DNA repair: inhibitors of ELG1-dependent DNA repair in HEK293T cells | 330,000 compounds, 2.3% hits | Potency, µM (titrated, usually from 46.1 µM), inactives show at the highest dose activity change, negative = inhibition, actives largely listed as inhibitors | HEK293T ELG1-luciferase reporter, luminescence, 16 h; DNA damage induced by 5-fluorouridine; note: potency is the fitted concentration of half-maximal effect; % is set by controls: 0 for no effect and ±100 for the full control effect; nearly all actives have a fitted effect of over 55% in size
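Cells (2,000 per well) received 5-fluorouridine plus test compound or DMSO and were incubated 16 hr at 37 °C, 5% CO2. Luciferase activity was read by luminescence 30 min after ONE-Glo addition; signal suppression marked inhibition of damage-induced ELG1 function.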
* = called active by the depositor; u = inconclusive; x = not tested or not shown; [ ] = remark or other dose. Unless noted, calls come from the whole dose curve; as a rule, active = well fitted curve in the direction sought with a large enough effect; inconclusive = small, poorly fitted or top-dose-only effect, or another doubt; inactive = no such curve, though single readings can be large; an effect the other way counts as inactive or inconclusive.

no.	SMILES	a7 integrin act	TCR act	B2AR arrestin	A-T KAP1 phos	ELG1 DNA repair
1	CCc1ccc(OC(=O)c2ccn(CC)n2)cc1	23%	25%	0.3%	-2%	12%
2	Nc1ccccc1C(=O)Nc1cccc2ccccc12	1%	-1%	-1.0%	-9%	u
3	O=C(Cc1ccccc1)Nc1ccc(Br)c(Cl)c1	u	2%[46.1 µM]	-0.8%	0%	29%
4	CC(=O)Nc1ccc(-n2c(=O)c3ccccc3c3ccccc3c2=O)cc1	-10%	x	-0.8%	6%	0%
5	CC(=O)NN1C(=O)/C(=C/c2ccc(C(C)C)cc2)SC1=S	3%	-5%[46.1 µM]	2.6%	-8%	u
6	O=C1CC(c2cccs2)CC(O)=C1C=NCCN1CCNCC1 (stereo unspecified)	-14%	1%	-0.3%	3%	-14%
7	CC(C)Cn1c(N)c(C(=O)COC(=O)C2CC(=O)N(Cc3ccccc3Cl)C2)c(=O)n(C)c1=O (stereo unspecified)	-41%[inhibitor]	2%	0.4%	0%	u
8	Cc1nc2ccc(NC(=O)c3ccc(Cl)nc3)cc2s1	-23%	5%	-0.6%	-3%	18%
9	Cn1cc(-c2cccc(Cl)c2)cc(C#N)c1=O	0%	-6%	0.1%	1%	26%
10	COc1ccc(N2C(=O)C(CC(N)=O)N(NC(=O)c3cccc(OC)c3)C2=S)cc1 (stereo unspecified)	6%	-6%	0.6%	-3%	u
11	COC(=O)c1ccccc1N=Nc1c(C)[nH][nH]c1=O	2%	7%	6.1%	-9%	u
12	CCNC(=O)CCc1nc(-c2ccc(C)cc2)no1	-11%	-5%	0.0%	-18%	0%
13	Cc1[nH]c2ccccc2c1NC(=O)CN1CCN(c2cccc(C(F)(F)F)c2)CC1	-22%	-1%	x	x	x
14	Cc1ccccc1SCc1noc(C(=O)NCC2CCCO2)c1C(=O)O (stereo unspecified)	-22%	1%	-1.0%	-13%	6%
15	Cc1ccc(CN(C)CC(=O)Nc2cccc([N+](=O)[O-])c2)o1	19%	x	-0.2%	3%	-13%

no.	CXXC DNA block	PTAP TSG101 blk	p53 reactivator	TRPV1 ag	BRCA1 expr act
1	-7%	-3%	u	-1	18%
2	2%	-1%	15%	1	u
3	23%	1%	5%	-5	-4%
4	-3%	-1%	2%	8	-1%
5	20%	-4%	14%	8	-30%
6	5%	-10%	5%	0	-6%
7	13%	-4%	-3%	4	-13%
8	7%	-2%	5%	-2	69%
9	-3%	0%	7%	-2	-6%
10	11%	1%	20%	-7	-5%
11	1%	-11%	-3%	2	-14%
12	-4%	-2%	4%	24	15%
13	1%	-2%	x	16	-56%
14	-15%	8%	-4%	0	5%
15	4%	0%	7%	21	-26%

(listing goes on)
no.	SMILES	a7 integrin act	TCR act	B2AR arrestin	A-T KAP1 phos	ELG1 DNA repair
16	Cn1ncc2nc[nH]c(=O)c21	u	x	-0.2%	-2%	6%
17	COC(=O)C1=NN[C@H](C(=O)OC(C)(C)C)[C@H]1c1ccccc1	5%	-9%	-0.5%	4%	0%
18	CCCC(=O)NNc1cc(=O)c2c(=O)n(C)c(=O)n(C)c2[nH]1	8%	4%	-0.2%	3%	7%
19	O=C(Nc1ccc2c(c1)OCO2)Nc1cnccn1	1%	x	0.0%	-3%	u
20	CCOc1ccc(N(CC(=O)Nc2ccc(Br)cc2)S(C)(=O)=O)cc1	u	x	-1.3%	6%	u
21	CCOC(=O)CCc1c(C)n(CC)c2ncnn2c1=O	20%	2%[46.1 µM]	0.1%	7%	11%
22	CCOC(=O)c1ccc(N/C(=N/S(=O)(=O)c2ccccc2)c2ccccc2)cc1	-10%	4%[46.1 µM]	-0.1%	0%	-25%
23	C[C@H]1CN=C(N(C)C)N1CCCC1CCCCC1	-24%	4%	0.0%	6%	u
24	CN1CC(c2ccccc2)Oc2ccccc2C1=S (stereo unspecified)	-25%	4%	x	x	x
25	O=C(O)CSCc1ccc(C(=O)O)o1	8%	-5%	0.0%	-1%	9%
26	Brc1cnc(N2CCCC2)nc1N1CCOCC1	-14%	0%	-0.2%	-1%	8%
27	CCOC(=O)Cn1nc(C)n(-c2ccc(C)cc2)c1=O	-17%	-10%	0.4%	-2%	3%
28	CN(C)CCNc1oc(COc2ccc(Cl)cc2)nc1C#N	27%	-2%	0.4%	-9%	25%
29	O=C(Nc1c(Cl)cccc1Cl)c1ccc(-c2ccccc2)cc1	10%	x	-0.9%	11%	17%
30	COc1ccccc1CN1CC(C(=O)NCC2CCCO2)CC1=O (stereo unspecified)	-20%	-6%	-0.6%	19%	3%

no.	CXXC DNA block	PTAP TSG101 blk	p53 reactivator	TRPV1 ag	BRCA1 expr act
16	4%	-9%	-3%	-2	-1%
17	0%	2%	-4%	6	-3%
18	8%	-6%	-2%	-1	-22%
19	8%	-9%	u	0	1%
20	2%	-4%	x	0	90%
21	3%	-2%	12%	-5	1%
22	5%	-1%	-5%	1	5%
23	x	x	-15%	-4	4%
24	x	1%	x	x	0%
25	-15%	3%	-4%	3	-1%[1.84 µM]
26	1%	-11%	-3%	29	-27%
27	-4%	-3%	-2%	-2	17%
28	4%	-4%	7%	5	0%
29	10%	-2%	14%	15	35%
30	-2%	-1%	-3%	-7	6%

Next part, overlapping the part above by four compounds.
no.	SMILES	a7 integrin act	TCR act	B2AR arrestin	A-T KAP1 phos	ELG1 DNA repair
27	CCOC(=O)Cn1nc(C)n(-c2ccc(C)cc2)c1=O	-17%	-10%	0.4%	-2%	3%
28	CN(C)CCNc1oc(COc2ccc(Cl)cc2)nc1C#N	27%	-2%	0.4%	-9%	25%
29	O=C(Nc1c(Cl)cccc1Cl)c1ccc(-c2ccccc2)cc1	10%	x	-0.9%	11%	17%
30	COc1ccccc1CN1CC(C(=O)NCC2CCCO2)CC1=O (stereo unspecified)	-20%	-6%	-0.6%	19%	3%
31	CCC(C)(C)c1ccc(Oc2ccc(NC(=O)COC(=O)C3=COCCO3)cc2)cc1	-46%[inhibitor]	-15%	0.4%	-3%	-17%
32	COCCOCC(O)CN1CCN(c2ccc(C)cc2)CC1 (stereo unspecified)	19%	-22%	-0.2%	-6%	u
33	C=CCn1c(-c2csc(-c3ccc(OC)c(OC)c3)n2)n[nH]c1=S	0%	-1%	-0.7%	-2%	-17%
34	CCn1cc(S(=O)(=O)CC(=O)Nc2ccc(OC)cc2)c2ccccc21	20%	0%[46.1 µM]	-0.1%	-15%	-5%
35	CS(=O)(=O)c1ccccc1-c1nc(-c2ccc([N+](=O)[O-])cc2)no1	10%	1%	-0.2%	0%	14%
36	COC(=O)c1cc(S(=O)(=O)Nc2ccsc2C(=O)OC)oc1C	7%	1%	3.0%	-3%	-1%
37	C=C(C)C(=O)Nc1cccc(C2=NOC3(C2)C[C@@H](C(N)=O)N(C(=O)c2cc([N+](=O)[O-])cc([N+](=O)[O-])c2C)C3)c1 (stereo partly specified)	-20%	-2%	-0.5%	-10%	-12%
38	Cc1ccccc1OCC(=O)N/N=C/c1cn(C)c2ccccc12	-17%	0%	-0.6%	-1%	-12%
39	CCS(=O)(=O)N1CCCC(C(=O)N2CCc3ccccc3C2)C1 (stereo unspecified)	-10%	5%	-0.1%	-4%	0%
40	O=C(NCc1ccc(F)cc1)c1cc(S(=O)(=O)N2CCCCC2)ccc1N1CCOCC1	-23%	-17%	-0.2%	11%	u
41	CCCCOC(=O)CN1C(=O)c2ccc(C(=O)OCCCC)cc2C1=O	-14%	-10%	-0.2%	16%	0%
42	CC1Oc2ccccc2N(CC(=O)N2CCCCCC2)C1=O (stereo unspecified)	1%	6%	-0.2%	-1%	14%

no.	CXXC DNA block	PTAP TSG101 blk	p53 reactivator	TRPV1 ag	BRCA1 expr act
27	-4%	-3%	-2%	-2	17%
28	4%	-4%	7%	5	0%
29	10%	-2%	14%	15	35%
30	-2%	-1%	-3%	-7	6%
31	46%[activator]	-4%	-4%	1	-79%[inhibitor]
32	-4%	0%	4%	1	9%
33	-3%	2%	-3%	1	-24%
34	8%	-3%	-3%	-1	-9%
35	11%	-2%	6%	4	-5%
36	-3%	0%	-2%	-3	1%
37	-17%	-2%	-2%	-3	-6%
38	5%	1%	-3%	-2	-37%
39	-2%	-5%	-1%	0	-21%
40	x	-6%	2%	14	4%
41	5%	1%	u	17	10%
42	-1%	-5%	-5%	3	-2%
